KOR beta-arrestin-1: kappa opioid receptor blockers – cell-based, luminescence, uHTS (AID 1778) | 290,000 compounds, 0.091% hits | KOR beta-arrestin recruitment, luminescence, antagonist mode; higher % means a stronger effect | one-dose inhibition, % at 10 µM; IC50 in µM for titrated hits; note: strong numbers were not always called active
HIV peptide binding: cell-free HIV fusion peptide-binding blockers – biochemical, uHTS, fluorescence dequenching, primary screen (AID 1986) | cell-free peptide binding, fluorescence dequenching, 30 min; higher % means a stronger effect | inhibition, % at 20 µM; hits with a dose series show IC50 in µM | 290,000 compounds, 0.3% hits; in the data active = inhibition mostly above about 52%, no sharp cut-off; inactive = mostly below about 76%; note: some results filed as inactive read as strong as hits
AID2073: disruptors of CaV2.2 binding to Mint1 – biochemical, HTRF (AID 2073); HTRF protein-protein interaction, Mint1-CaV2.2; higher % means a stronger effect; one-dose inhibition, % at 20 µM; IC50 in µM for titrated hits; 290,000 compounds, 0.19% hits; in the data active = inhibition mostly above about 51%, no sharp cut-off; inconclusive = no clear call, values can overlap the other calls; inactive = mostly below about 53%; note: some results filed as inactive read as strong as hits
NOD1 inhibition: NOD1 signaling inhibitors, primary screen, cell-based, luminescence, uHTS (AID 1578); 290,000 compounds, 1% hits; NOD1-driven NF-kB luciferase reporter cells, luminescence; higher % means a stronger effect; one-dose inhibition, % at 4 µM; EC50 in µM for titrated hits; in the data active = inhibition mostly above about 36%, no sharp cut-off; inactive = mostly below about 34%;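 note: HEK-293T reporter cells stimulated with the NOD1 agonist gamma-tri-DAP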
Yfh1-depleted yeast: mitochondrial function rescue without frataxin homolog – Friedreich's ataxia, plus single-dose screen, dose response (AID 1465); 220,000 compounds, 0.074% hits; S. cerevisiae Yfh1-off respiration, WST-1 reduction, 72 h; higher fold induction means a stronger effect; one-dose fold induction at 50 µM; EC50 in µM for titrated hits;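 active = fold induction of absorbance versus untreated yeast above a set limit, then at least 30% activation at any dose in follow-up; inconclusive = repeats straddling the limit, or above it without dose testing; inactive = fold induction below the set limit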;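 note: activators that raise dye reduction in frataxin-depleted yeast; strong numbers were not always called active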
West Nile antiviral: West Nile virus antiviral activity, cell-based, CPE readout (AID 1621); West Nile virus-infected cells, CPE inhibition; higher % means a stronger effect; CPE inhibition, % at 10 µM; hits with a dose series show IC50 in µM; 290,000 compounds, 0.02% hits; in the data active = a potency from the dose series; inconclusive = CPE inhibition mostly from about 3.7% at the one dose, without a potency; inactive = the rest, 99 in 100 with CPE inhibition below about 2.2%; note: strong numbers were not always called active
NS5 inhibitors: flavivirus cap methylation enzyme inhibition – biochemical, confirmation dose response, primary screen (AID 588689) | Dengue-2 NS5 methyltransferase capping enzyme assay, biochemical; higher % means a stronger effect | 340,000 compounds, 0.3% hits | one-dose inhibition, % at 25 µM; IC50 in µM for titrated hits; in the data active = a potency from the dose series; inconclusive = inhibition above about 29% without an active follow-up result
KOR beta-arrestin-2: kappa opioid receptor activators – cell-based, luminescence, uHTS, primary screen (AID 1777). KOR beta-arrestin recruitment, luminescence; higher % means a stronger effect. one-dose activation, % at 10 µM; EC50 in µM for titrated hits. 280,000 compounds, 0.02% hits; in the data active = activation above about 50%, passing the limit was not always enough; note: a part of the inactive calls stands beside numbers as strong as those of hits
NOD2 inhibition: inhibition of NOD2-driven NF-kB reporter – cell-based, luminescence, uHTS, HEK293 (AID 1566); one-dose inhibition, % at 4 µM; EC50 in µM for titrated hits; HEK293 NOD2/NF-kB luciferase reporter, luminescence; higher % means a stronger effect; 290,000 compounds, 0.63% hits; note: many of its hits are not listed in these tables
Active calls of the source: *; i = inactive; ? = inconclusive; / = no result given; [ ] = dose if it differs, or a comment. Cut-off read from the data, not from the text of the source, unless noted: active = inhibition above about 50%; inactive = the rest.

SMILES	KOR beta-arrestin-1	HIV peptide binding	AID2073	NOD1 inhibition	Yfh1-depleted yeast	West Nile antiviral	NS5 inhibitors	KOR beta-arrestin-2	NOD2 inhibition
O=C(C1CCCO1)N1CCN(C(=S)Nc2ccccc2Cl)CC1 (configuration not stated)	14%	0.4%	-30%	-7%	i	-0.8%	-5%	2.5%	-2%
NS(=O)(=O)c1ccc(NC(=O)COC(=O)c2ccc([N+](=O)[O-])s2)cc1	-6%	-0.6%	7%	-5%	i	0.3%	-11%	-1.0%	16%
CCCS(=O)(=O)c1nc(C)cc(C)c1S(C)(=O)=O	-14%	-1.7%	4%	-37%	i	1.0%	/	2.5%	-12%
CC(C)CCC(C)NC(=O)Cc1ccc(S(=O)(=O)N2CCOCC2)s1 (configuration not stated)	3%	2.5%	9%	-22%	/	-0.4%	2%	5.5%	1%
CCc1nnc(NC(=O)CN2CCN(Cc3ccccc3C)CC2)s1	-60%[20 µM]	1.3%	-4%	18%	/	?	5%	1.6%	4%
Cc1ccc(NC(=O)C(Cc2ccccc2)NC(=O)OCc2ccccc2)cc1C (configuration not stated)	-12%	1.6%	0%	-16%	i	-0.9%	1%	-0.7%	-1%
CN(C)c1ccc(NC(=O)CSc2n[nH]c(-c3ccco3)n2)cc1	13%	-1.9%	-11%	-21%	i	-0.4%	2%	-2.8%	-2%
COC(=O)C(CC(=O)c1ccccc1)CC(=O)c1ccccc1	-27%	-0.2%	17%	-11%	/	-0.8%	1%	-1.4%	-5%
Cc1cccc(C(=O)Oc2ccccc2/C=N/Nc2ccc([N+](=O)[O-])cc2)c1	49%	-0.6%	-8%	-28%	i	-0.1%	-3%	-8.2%	-5%
O=C(CN1CCN(C(=O)N2CCOCC2)CC1)Nc1ccc(Br)cc1	4%	-0.2%	-4%	-26%	i	-0.6%	-6%	18%	-12%
CC1=CC2=NC(=O)CC(C)(C(=O)N(CC(=O)NC3CCCC3)Cc3ccc(Cl)cc3)N2C=C1 (configuration not stated)	-5%	-1.5%	3%	9%	/	0.1%	0%	0.5%	-6%
COc1cccc(CNC(=O)CCC2CCCN(C(=O)CCn3cncn3)C2)c1 (configuration not stated)	-38%[20 µM]	-1.2%	3%	-20%	i	0.0%	-8%	-9.0%	-2%
OC(COC(c1ccc(Cl)cc1)c1ccc(Cl)cc1)CN1CCCC1 (configuration not stated)	-20%	0.2%	2%	-29%	i	0.4%	2%	1.3%	-8%
CCN(CC)CCOC(=O)c1ccc(N/C=C(/C#N)c2nc(-c3ccc4c(c3)OCO4)cs2)cc1	4%	4.5%	15%	4%	i	2.2%	-13%	2.5%	-20%
O=C(NCCc1ccccc1)c1ccc(CS(=O)(=O)Cc2ccccc2F)o1	30%	0.4%	1%	-21%	i	-0.2%	-3%	0.4%	7%
Cc1cccc(NC(=O)CSc2ccc(-c3ccccn3)nn2)c1C	-12%	2.0%	-12%	-26%	i	-0.7%	-2%	2.2%	2%
COc1ccc(OC)c(S(=O)(=O)N2CCC(C(=O)NCc3ccccc3)CC2)c1	-2%	-1.8%	-19%	-19%	i	-0.3%	-6%	2.2%	9%
Cc1ccc(C)c(Cn2c(C)nc3c(sc(=S)n3-c3ccccc3)c2=O)c1	37%	-3.9%	7%	27%	i	-0.3%	1%	-0.1%	-6%
Cc1nn(CC(=O)NCCCc2ccccc2)c(=O)c2cccn12	-15%	0.0%	16%	-16%	/	0.1%	-5%	-6.0%	12%
Cc1ccc(SC2=C(Sc3ccc(C)cc3)C(=O)c3ccccc3C2=O)cc1	18%	-0.3%	-17%	-11%	?	2.5%	22%	-0.7%	-90%
CC1CCN(S(=O)(=O)c2ccc(C(=O)Nc3nnc(C4=COCCO4)o3)cc2)CC1	-21%	11%	8%	-21%	/	0.3%	0%	3.0%	21%
O=C(NN1S(=O)(=O)c2ccccc2S1(=O)=O)c1ccc(Br)cc1	-11%	-0.2%	-4%	-18%	i	0.1%	-10%	18%	8%
CCCn1c(=O)n(N)c2ccccc21	-5%	2.4%	25%	-21%	i	0.6%	-8%	0.3%	10%
CCOc1ccc(N/C(N)=N/c2nc(CSc3nnc(C)s3)cc(=O)[nH]2)cc1	-102%	-1.7%	-4%	6%	i	0.0%	13%	/	-11%
COc1ccc2c(CCNC(=O)/C=C/c3ccc(OC)c(OC)c3)c[nH]c2c1	-54%	0.0%	2%	-3%	/	1.2%	-9%	-3.1%	23%
CCOc1ccc(CC(=O)NNC(=S)NC)cc1	-29%	-0.7%	-31%	-5%	i	0.1%	/	4.6%	2%
Cc1cccc(Nc2nc(-c3ccccc3)c(C(=O)Nc3cccnc3)s2)c1	-1%	-2.9%	12%	-20%	i	-0.8%	-1%	-1.1%	19%
O=C(CNC(=O)c1ccccc1)OCc1nnc(-c2ccc(Cl)cc2)o1	-4%	-1.7%	-1%	-20%	i	0.3%	1%	6.0%	3%
Cc1ccc(OCC(=O)Nc2ccc(N3CCOCC3)cc2)cc1	-33%	1.3%	-4%	-18%	i	0.2%	2%	/	-15%
CC1(C)CC(=O)C2=C(C1)OC(N)=C([N+](=O)[O-])C2c1cccs1 (configuration not stated)	0%	3.5%	11%	-30%	i	0.3%	-4%	-0.8%	6%

Eleven compounds from above, arranged by molar mass, lowest first:
SMILES	KOR beta-arrestin-1	HIV peptide binding	AID2073	NOD1 inhibition	Yfh1-depleted yeast	West Nile antiviral	NS5 inhibitors	KOR beta-arrestin-2	NOD2 inhibition
CCOc1ccc(CC(=O)NNC(=S)NC)cc1	-29%	-0.7%	-31%	-5%	i	0.1%	/	4.6%	2%
CC1(C)CC(=O)C2=C(C1)OC(N)=C([N+](=O)[O-])C2c1cccs1 (configuration not stated)	0%	3.5%	11%	-30%	i	0.3%	-4%	-0.8%	6%
Cc1nn(CC(=O)NCCCc2ccccc2)c(=O)c2cccn12	-15%	0.0%	16%	-16%	/	0.1%	-5%	-6.0%	12%
O=C(CNC(=O)c1ccccc1)OCc1nnc(-c2ccc(Cl)cc2)o1	-4%	-1.7%	-1%	-20%	i	0.3%	1%	6.0%	3%
COc1ccc2c(CCNC(=O)/C=C/c3ccc(OC)c(OC)c3)c[nH]c2c1	-54%	0.0%	2%	-3%	/	1.2%	-9%	-3.1%	23%
Cc1cccc(Nc2nc(-c3ccccc3)c(C(=O)Nc3cccnc3)s2)c1	-1%	-2.9%	12%	-20%	i	-0.8%	-1%	-1.1%	19%
Cc1ccc(SC2=C(Sc3ccc(C)cc3)C(=O)c3ccccc3C2=O)cc1	18%	-0.3%	-17%	-11%	?	2.5%	22%	-0.7%	-90%
O=C(NN1S(=O)(=O)c2ccccc2S1(=O)=O)c1ccc(Br)cc1	-11%	-0.2%	-4%	-18%	i	0.1%	-10%	18%	8%
CCOc1ccc(N/C(N)=N/c2nc(CSc3nnc(C)s3)cc(=O)[nH]2)cc1	-102%	-1.7%	-4%	6%	i	0.0%	13%	/	-11%
COc1ccc(OC)c(S(=O)(=O)N2CCC(C(=O)NCc3ccccc3)CC2)c1	-2%	-1.8%	-19%	-19%	i	-0.3%	-6%	2.2%	9%
CC1CCN(S(=O)(=O)c2ccc(C(=O)Nc3nnc(C4=COCCO4)o3)cc2)CC1	-21%	11%	8%	-21%	/	0.3%	0%	3.0%	21%

Back to the main list; the two compounds before the break are reprinted first.
SMILES	KOR beta-arrestin-1	HIV peptide binding	AID2073	NOD1 inhibition	Yfh1-depleted yeast	West Nile antiviral	NS5 inhibitors	KOR beta-arrestin-2	NOD2 inhibition
Cc1ccc(OCC(=O)Nc2ccc(N3CCOCC3)cc2)cc1	-33%	1.3%	-4%	-18%	i	0.2%	2%	/	-15%
CC1(C)CC(=O)C2=C(C1)OC(N)=C([N+](=O)[O-])C2c1cccs1 (configuration not stated)	0%	3.5%	11%	-30%	i	0.3%	-4%	-0.8%	6%
CCOC(=O)N1CCN(CC(=O)Nc2ccc(Oc3ccccc3)cc2)CC1	1%	-3.3%	25%	2%	/	/	-6%	1.4%	3%
Cc1cc(NC(=O)c2ccccc2F)ncc1NC(=O)c1cccs1	10%	-1.2%	14%	-31%	i	0.0%	-6%	-5.8%	-8%
CC(=O)OC(COc1ccccc1)Cn1cnc2ccccc21 (configuration not stated)	-2%[20 µM]	-0.9%	3%	-28%	i	-0.1%	-12%	/	4%
CC1=NN(c2ccccc2)C(=O)/C1=C/C=C/C=C/N(C)C	/	62%	-8%	-19%	>100µM*	0.1%	-49%	-13%	-18%
Cc1c(NC(=O)c2ccc3c(c2)OCO3)c(=O)n(-c2ccccc2)n1C	16%	-2.4%	-1%	-21%	i	0.9%	-1%	2.3%	-20%
Cc1ccc(S(=O)(=O)N2CCOCC2)cc1C(=O)Nc1nc2ccccc2[nH]1	4%	-1.4%	6%	-37%	i	0.2%	-4%	-5.6%	5%
COc1ccc(C(=O)N/N=C(\C)c2ccc3c(c2)C2C=CCC2C(c2ccccc2)N3)cc1 (configuration not stated)	13%	16%	43%	-26%	i	-0.2%	3%	5.4%	16%
Cc1c(C)n(C)c2ccc(C(=O)N3CCN(c4ccccn4)CC3)cc12	-8%	-0.4%	13%	-7%	/	-0.2%	3%	-5.8%	6%
O=C(Nc1cccc2ccccc12)NC1CCCCC1	17%	0.1%	2%	-11%	/	-0.6%	/	-2.6%	8%
CCC1=[N+]([O-])C(C)(/C(C)=N\O)N(O)C1(C)C (configuration not stated)	-32%	-0.6%	-3%	4%	i	-0.7%	3%	1.0%	14%
COc1ccc(CCN(C)CCC(=O)Nc2ccc(C)cc2)cc1OC	21%	1.6%	0%	9%	i	-0.5%	-5%	-0.6%	7%
CC(C)NC(=O)CSc1nccc(-c2cccs2)n1	-16%	-1.1%	0%	-17%	i	0.5%	6%	-0.2%	-4%
O=C(CSc1nc2ccccc2[nH]1)NC1CCS(=O)(=O)C1 (configuration not stated)	1%	-0.6%	1%	-17%	i	0.0%	-5%	-1.6%	8%
N#C/C(=C\c1ccc[nH]1)C(=O)NC1CC1	-15%	1.8%	-3%	2%	i	-0.2%	-3%	-3.1%	5%
O=C(NC1CCNCC1)C1CC1	0%[20 µM]	-0.7%	-9%	-18%	i	-0.2%	-5%	/	2%
Cc1nc(CS(=O)(=O)c2ccccc2)cc(N2CCOCC2)n1	0%	-2.9%	-1%	-32%	i	0.1%	1%	-2.1%	-5%

This is a subset; rates above refer to the full screens.
